TMEM16A act: TMEM16A chloride channel activators or potentiators, primary screen, cell-based, HTS; Anoctamin-1 (Mus musculus), Q8BHY3; HEK293 TMEM16A/YFP-H148Q/I152L, iodide quench fluorescence; stronger effect = lower value; B-score at 10 µM; 0.3% of 340,000 active; AID 623877, 2012;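 active = fluorescence-ratio B-score plate-corrected deviation score at least 3 library SD below zero, with starting fluorescence score within 5 deviations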;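 note: channel opened by trigger with iodide after compound preincubation; score built on the fluorescence ratio of max minus min over baseline; more negative score means more quench and so TMEM16A activation or potentiation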
SKKanGAS inh: S. pyogenes SKKanGAS growth inhibitors in kanamycin, primary screen, streptokinase expression inhibitor project, SKKanGAS strain, BacTiter-Glo luminescence | inhibition, % at 7.5 µM | 6 h | 1.3% of 300,000 active | AID 1662, 2009;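 active = mean replicate score, as percent of positive control median, at least 50; inconclusive = mean below 50 but one replicate at or above 50; inactive = mean and every replicate below 50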;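 note: strain carries kanamycin resistance gene driven by streptokinase promoter and grows in 40 µg/ml kanamycin; loss of luminescence reflects streptokinase promoter inhibition or plain growth inhibition; 0% = median of DMSO wells and 100% = positive control at its reference dose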
RGS4 inh: RGS4 inhibitors, primary screen, cell-based, HEK293 M3R inducible RGS4, calcium flux; Regulator of G-protein signaling 4 (Homo sapiens), P49798; 0.45% of 310,000 active; AID 463165, 2010; Fluo-4 calcium flux; stronger effect = higher value; triggered by carbachol at its EC20; B-score at 10 µM;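 active = B-score, a plate-corrected calcium signal, over three deviations above library mean, with baseline fluorescence within five deviations of library mean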;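 note: RGS4 expression induced by doxycycline in cells with stable M3 receptor; B-score is computed from the integrated fluorescence ratio over baseline after carbachol; higher B-score means a larger calcium signal and so more RGS4 inhibition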
Target sequence (P49798 whole entry, looked up): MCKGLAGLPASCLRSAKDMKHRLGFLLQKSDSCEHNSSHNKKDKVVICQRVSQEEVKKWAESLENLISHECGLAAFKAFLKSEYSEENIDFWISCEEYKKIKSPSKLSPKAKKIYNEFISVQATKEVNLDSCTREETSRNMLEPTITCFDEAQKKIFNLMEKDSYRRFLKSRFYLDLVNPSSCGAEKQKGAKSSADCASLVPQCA
HDAC3 inh: HDAC3 deacetylase inhibitors, primary screen, biochemical, fluorescence, cell-free homogeneous; Histone deacetylase 3 (Homo sapiens), O15379; recombinant HDAC3, fluorogenic peptide/trypsin coupled; inhibition, % at 8.3 µM; 0.15% of 320,000 active; in the data active = inhibition above about 26%, passing the limit was not always enough; inconclusive = no clear call, values can overlap the other calls
Target sequence (O15379 whole entry, looked up): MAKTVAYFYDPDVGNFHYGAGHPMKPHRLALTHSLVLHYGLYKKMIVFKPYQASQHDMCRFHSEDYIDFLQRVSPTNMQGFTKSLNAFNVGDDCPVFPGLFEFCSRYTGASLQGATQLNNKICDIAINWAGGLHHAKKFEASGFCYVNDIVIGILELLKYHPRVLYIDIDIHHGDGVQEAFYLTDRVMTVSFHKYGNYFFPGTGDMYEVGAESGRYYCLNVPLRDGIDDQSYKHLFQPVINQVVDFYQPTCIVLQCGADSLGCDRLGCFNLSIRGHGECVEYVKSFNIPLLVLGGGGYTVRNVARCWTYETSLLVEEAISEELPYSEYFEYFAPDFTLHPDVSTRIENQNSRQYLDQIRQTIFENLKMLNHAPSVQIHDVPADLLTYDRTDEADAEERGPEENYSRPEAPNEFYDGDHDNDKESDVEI
ANO1 block: TMEM16A chloride channel inhibitors, primary screen, cell-based, HTS. Anoctamin-1 (Mus musculus), Q8BHY3. 1.2% of 310,000 active. HEK293 TMEM16A/YFP iodide influx fluorescence, ionomycin. normalized B-score (activity score, 25-100; higher = stronger inhibition) at 10 µM. AID 588511, 2011;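 active = ratio plate-corrected score three or more library SD toward inhibition, starting fluorescence score within five deviations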;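 note: score derived from kinetic fluorescence span divided by baseline fluorescence per well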
TRPC6 act: mouse TRPC6 channel activators, primary screen, cell-based, HEK293, membrane potential dye | Short transient receptor potential channel 6 (Mus musculus), Q61143 | HEK293-TRPC6 membrane potential dye fluorescence; stronger effect = higher value | B-score at 10 µM | 0.13% of 310,000 active;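 active = B-score of the integrated fluorescence ratio above library mean plus 3 SD, and starting fluorescence ratio within library mean plus 5 SD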;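 note: higher score means more depolarization so channel activation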
MrgX1 antagonist: antagonists of human MrgX1 receptor, primary screen, HEK293 cells, Fluo-4 calcium flux | Mas-related G-protein coupled receptor member X1 (Homo sapiens), Q96LB2 | BAM8-22 antagonism; stronger effect = lower value | B-score at 10 µM | 1.3% of 310,000 active;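 active = calcium-response B-score plate-corrected more than 3 library SD below zero, starting fluorescence within 5 deviations, no agonist response on first addition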;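 note: peak minus trough fluorescence over baseline after final BAM8-22 challenge near maximal dose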
Target sequence (Q96LB2 whole entry, looked up): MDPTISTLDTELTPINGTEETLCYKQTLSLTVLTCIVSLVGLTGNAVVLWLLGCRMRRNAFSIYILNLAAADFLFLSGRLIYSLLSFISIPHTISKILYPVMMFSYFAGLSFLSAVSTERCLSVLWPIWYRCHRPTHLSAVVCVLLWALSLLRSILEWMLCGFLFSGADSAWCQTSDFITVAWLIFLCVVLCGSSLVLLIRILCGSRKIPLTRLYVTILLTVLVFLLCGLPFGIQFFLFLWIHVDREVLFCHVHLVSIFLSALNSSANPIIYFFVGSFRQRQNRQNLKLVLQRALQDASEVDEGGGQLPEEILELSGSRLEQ
MrgX1 agonist: agonists of human MrgX1 receptor, primary screen, HEK293 cells, Fluo-4 calcium flux | Fluo-4 calcium fluorescence, agonist mode; stronger effect = higher value | 0.44% of 310,000 active | B-score at 10 µM;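 active = calcium response B-score plate-corrected fluorescence ratio at least 3 library SD, with starting fluorescence B-score inside 5 SD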
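Test system: HEK293 cells stably expressing human MrgX1 receptor; Input: fifteen thousand cells per well; Dosing: compound delivered in addition one of three; Schedule: overnight seeding, then 1 h dark dye loading; Technique: Fluo-4 NW calcium fluorescence; Measure: B-scored fluorescence response ratio; Controls: positive and negative controls per plate.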
TRPC6 inhibitor: mouse TRPC6 channel inhibitors, primary screen, cell-based, HEK293, membrane potential dye; Short transient receptor potential channel 6 (Mus musculus), Q61143; ACh-evoked depolarization; stronger effect = lower value; B-score at 10 µM; 1.1% of 310,000 active; AID 2553, 2010;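 active = B-score under library mean minus 3 SD, initial fluorescence not abnormally high, positive integrated signal ratio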;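 note: B-score derived from integrated fluorescence ratio over the kinetic read; more negative B-score means stronger inhibition of depolarization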
MrgX1 PAM: positive allosteric modulators of MrgX1, primary screen, HEK293 cells, Fluo-4 calcium flux. B-score at 10 µM. AID 588675, 2011. FDSS; stronger effect = higher value. 0.63% of 310,000 active. Mas-related G-protein coupled receptor member X1 (Homo sapiens), Q96LB2;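 active = plate-corrected calcium response at least 3 library SD above typical, normal starting fluorescence, not activating the receptor alone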;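 note: compound read alongside a low EC10 to EC30 dose of BAM8-22 agonist; peak minus trough fluorescence over baseline measured at the second addition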
RGS4 act: RGS4 potentiators or activators, primary screen, cell-based, HEK293 M3R inducible RGS4, calcium flux; AID 463111, 2010; B-score at 10 µM; 0.92% of 310,000 active; carbachol calcium flux Fluo4; stronger effect = lower value;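 active = B-score of the integrated calcium signal more than 4 SD below the library mean, with starting fluorescence not abnormally high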;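 note: negative B-score means reduced calcium response which marks RGS4 activation or potentiation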
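test system = M3R-expressing HEK293 line, RGS4 induced by doxycycline | probe or stimulus = carbachol at ECmax as muscarinic agonist stimulus | timing = dye loading 30 min 37 °C, buffer rest 30 min RT | signal = calcium dye Fluo4 fluorescence | evaluation = B score from integrated fluorescence ratio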
Numbers without * were called inactive; i = inactive; ? = inconclusive; . = no result given.

SMILES	TMEM16A act	SKKanGAS inh	RGS4 inh	HDAC3 inh	ANO1 block	TRPC6 act	MrgX1 antagonist	MrgX1 agonist	TRPC6 inhibitor	MrgX1 PAM	RGS4 act
O=S(=O)(NCCNS(=O)(=O)c1ccc(F)cc1)c1ccc(F)cc1	i	-3.4	i	-2.8	i	i	i	i	i	i	i
C=CCn1c(SCC(=O)NC2CCCCC2)nnc1C(C)NC(=O)c1cccs1 (stereo unspecified)	i	-2.2	i	-2.0	i	i	i	i	i	i	i
COc1ccccc1NC(=O)CCNC(=O)Cn1ccc2ccccc2c1=O	i	2.5	i	-17.4	i	i	i	i	i	i	i
Cn1c(=O)n(C)c2cc(S(=O)(=O)Nc3ccc(F)cc3)ccc21	i	2.2	i	0.3	i	i	i	i	i	i	i
COc1ccc(C2=Nn3c(nnc3-c3ccccn3)SC2)cc1	i	-14.4	i	8.1	i	i	i	i	i	i	i
O=C(CN1CCC(n2nnc3cc(F)ccc32)CC1)NNC(=O)c1ccccc1	i	-11.3	i	-7.8	i	i	i	i	i	i	i
CCc1nnc(NC(=O)CN2CCN(c3nc(-c4ccccc4)cs3)CC2)s1	i	-0.1	i	5.7	i	i	i	i	i	i	i
CC(=O)Nc1ccc(NC(=O)CSc2nnc(NC(=O)Cc3ccc(F)cc3)s2)cc1	i	21.1	i	-1.6	i	i	i	i	i	i	i
CCN(CC)c1ccc(/C=N/NC(=O)Cc2cccs2)c(O)c1	i	9.7	i	0.4	i	i	i	i	i	i	i
CC(=O)Nc1ccc(NC(=O)CSc2nnc(NC(=O)C3CC3)s2)cc1	i	9.4	i	-4.3	i	i	i	i	i	i	i
OC(CN1CCN(c2ccccc2F)CC1)c1ccc(F)cc1 (stereo unspecified)	i	2.7	i	-0.1	i	i	i	i	i	i	i
Cc1c(NC(=O)Nc2ccc(F)cc2F)c(=O)n(-c2ccccc2)n1C	i	-8.7	i	-1.6	i	i	i	i	i	i	i
Cc1ccc(-n2c(Cl)c(Cl)[nH]c(=O)c2=O)cc1	i	1.6	i	-3.1	i	i	i	i	i	i	i
Cc1cccc(OCCNC(=O)CCc2ccccc2)c1	i	-2.2	i	-3.4	i	i	i	i	i	i	i
O=C(CN1C(=O)S/C(=C\C=C\c2ccccc2)C1=O)Nc1ccccc1C(=O)O	i	70.3*	i	?	i	i	i	i	i	i	i
COc1ccc(-n2c(C)cc(/C=C(\C#N)C(=O)NCc3ccco3)c2C)cc1	i	9.7	i	8.4	i	i	-4.86*	i	i	i	i
Cc1ccc(-c2nnc(N(C)C(=O)c3ccccn3)s2)cn1	i	-3.7	i	2.0	i	i	i	i	i	i	i
Cn1c(=O)c(C(N)=S)cn(-c2ccccc2)c1=O	i	-3.8	i	2.7	i	i	i	i	i	i	i
Cc1nnc(SCC(=O)Nc2ccc(N(C)C)cc2)n(N)c1=O	i	-10.4	i	-2.3	i	i	i	i	i	i	i
Cn1nnnc1SCC(=O)c1ccc(Br)s1	i	-6.5	i	-0.3	i	i	i	i	i	i	i
CCOC(=O)c1ccc(NC(=O)CSc2nnc(Cc3cccs3)n2C)cc1	i	-6.0	i	-1.1	i	i	i	i	i	i	i
O=C(CCNC(=O)C1CCN(S(=O)(=O)c2ccccc2)CC1)NC1CC1	i	0.0	i	3.1	i	i	i	i	i	i	i
CC(NC(=O)/C(C#N)=C/c1ccc(C(=O)O)cc1)c1ccccc1 (stereo unspecified)	i	-0.7	12.8*	5.1	i	i	i	i	i	i	i
N#CC(C#N)=C1NC2(CCCCC2)Cc2ccccc21	i	-6.5	i	-3.5	i	i	i	i	i	i	i
CCOCC(=O)NCc1ccc2c(c1)cc(C)n2C	i	6.6	i	6.5	i	i	i	i	i	i	i
Further entries follow.
SMILES	TMEM16A act	SKKanGAS inh	RGS4 inh	HDAC3 inh	ANO1 block	TRPC6 act	MrgX1 antagonist	MrgX1 agonist	TRPC6 inhibitor	MrgX1 PAM	RGS4 act
CCc1ccc(OCC(=O)OC2CCS(=O)(=O)C2)cc1 (stereo unspecified)	i	-3.0	i	5.8	i	i	i	i	i	i	i
O=C1OCCC1Sc1nc2ccccc2n1Cc1ccccc1 (stereo unspecified)	i	5.5	i	1.4	i	i	i	i	i	i	i
O=C(Nc1ccccc1-c1nc2ccccc2s1)c1cccnc1	i	-5.5	i	-0.9	i	i	i	i	i	i	i
CC(CCc1ccccc1)NC(=O)CN(C)Cc1ccc(F)cc1 (stereo unspecified)	.	1.6	i	6.6	i	i	i	i	i	i	i
CC1CCC(NC(=O)Cn2c(=O)oc3ccccc32)CC1 (stereo unspecified)	i	-4.2	i	-3.5	i	i	i	i	i	i	i
CC(C)[C@H](NC(=O)N1c2ccccc2NC(=O)[C@@H]1C(C)C)C(=O)N[C@H](C(=O)O)c1ccccc1	i	-1.0	i	-5.8	i	i	i	i	i	i	i
CCn1c(SCC(=O)Nc2nncs2)nnc1C(C)NC(=O)c1ccccc1Br (stereo unspecified)	i	-19.8	i	-3.2	i	i	i	i	i	i	i
CCOC(=O)C1=C(C)NC(=O)NC1c1ccc(OCC(=O)N2CCCCC2)cc1 (stereo unspecified)	i	-0.4	i	0.8	i	i	i	i	i	i	i
N#CCCn1cc(/C=C2\NC(=S)N(c3ccccc3)C2=O)c(-c2ccc(F)cc2)n1	i	1.2	i	5.0	i	i	i	i	i	i	i
C[C@H](NC(=O)Nc1ccccc1F)C(=O)O	i	-2.0	i	1.0	i	i	i	i	i	i	i
COc1ccc(CCn2c(-c3ccc(F)cc3)nc3c(c(=O)c4ccccc4n3C)c2=O)cc1OC	i	10.7	i	-5.5	i	i	i	i	i	i	i
C=CCN(CC=C)C(=O)CN1C(=O)NC(c2ccccc2)(c2ccccc2)C1=O	i	-2.0	i	4.1	i	i	i	i	i	i	i
CC1(C)SC2c3ccccc3C(=O)N2[C@@H]1C(=O)NC1CCCC1 (stereo partly specified)	i	-3.2	i	?	i	i	i	i	i	i	i
COc1cc(C(=O)Nc2ccc(S(=O)(=O)N(C)c3ccccc3)cc2)cc(OC)c1OC	i	3.9	i	-0.2	i	i	i	i	i	i	i
Cc1cc(C)nc(-n2nc(C)cc2NC(=O)CN2CCC(C)CC2)n1	i	-2.8	i	-7.0	i	i	i	i	i	i	i
O=C(Cc1ccccc1)N1CCN(c2ncccn2)CC1	i	12.4	i	-11.8	i	i	i	i	i	i	i
O=C(Cc1csc(Nc2nc(=S)[nH]c3ccccc23)n1)N1CCN(c2cccc(C(F)(F)F)c2)CC1	i	12.7	i	-7.4	i	i	i	i	i	i	i
CC(Oc1ccccc1)C(=O)N=Nc1c(O)[nH]c2ccc(Br)cc12 (stereo unspecified)	i	4.0	i	0.1	i	i	i	i	i	i	i
Cc1ccc(S(=O)(=O)N2CCN(Cc3ccsc3)CC2)cc1	i	-4.0	i	8.4	i	i	i	i	i	i	i
Cc1c(C2=CCN(S(=O)(=O)c3ccc(Cl)cc3)CC2)c2ccccc2n1C	i	-11.1	i	6.6	i	i	i	i	i	i	i
O=C1NC2=C(C(=O)c3ccccc32)C(c2ccccc2)N1 (stereo unspecified)	i	-0.7	i	2.5	i	i	i	i	i	i	i
Cc1cc(C)c(N)c(C(=O)O)c1	i	0.0	i	-35.7	i	i	i	i	i	i	i
COC(=O)c1cc(=O)nc2sccn12	i	-2.3	i	-2.5	i	i	i	i	i	i	i
Cc1nnc(NC(=O)C2CCN(c3nnnn3-c3ccccc3)CC2)s1	i	6.6	i	-5.8	i	i	i	i	i	i	i
CC1CN(c2ccccc2)c2nc3c(c(=O)[nH]c(=O)n3C)n2C1 (stereo unspecified)	.	-3.0	i	-0.2	i	i	-6.67*	i	i	i	i
(list continues)
SMILES	TMEM16A act	SKKanGAS inh	RGS4 inh	HDAC3 inh	ANO1 block	TRPC6 act	MrgX1 antagonist	MrgX1 agonist	TRPC6 inhibitor	MrgX1 PAM	RGS4 act
CCOC(=O)c1ccccc1OC(=O)CS(=O)c1ccccc1[N+](=O)[O-] (stereo unspecified)	i	1.5	i	1.0	i	i	i	i	i	i	i
Cc1ccc(Cn2ccc(NC(=O)CCSc3nc(-c4ccco4)cc(C(F)(F)F)n3)n2)cc1	i	12.5	i	19.4	i	i	i	i	i	i	i
Cc1cccc(NC(=O)C2CCCN(S(=O)(=O)c3ccc4c(c3)oc(=O)n4C)C2)c1 (stereo unspecified)	i	-0.8	i	-8.5	i	i	i	i	i	i	i
Cc1c(C(=O)Nc2ccc(-n3cnnn3)cc2)oc2ccccc12	i	.	.	-15.3	i	.	i	i	.	i	.
COC(=O)c1ccccc1S(=O)(=O)N1CCC(c2nc3ccccc3o2)CC1	i	-0.6	i	-1.2	i	i	i	i	i	i	i
COc1ccc(-c2[nH]ncc2CN(CC2CCC(=O)N2)C(C)C)cc1F (stereo unspecified)	i	1.9	i	4.1	i	i	i	i	i	i	i
CCCc1nnc(NC(=O)NCCN2C(=O)C3C4C=CC(C4)C3C2=O)s1 (stereo unspecified)	i	-2.9	i	-3.5	i	i	i	i	i	i	i
COC(=O)/C(C#N)=C/c1c(N2CCN(c3cccc(Cl)c3)CC2)nc2c(C)cccn2c1=O	i	15.8	i	1.7	i	i	i	i	i	i	i
CCOC(=O)c1cc2c(=O)n3ccccc3nc2n(Cc2ccco2)c1=NC(=O)c1cccnc1	i	12.0	i	-41.8	i	i	-14.9*	i	i	i	i
Cn1c(COc2ccc(Cl)cc2)nnc1SCc1ncc(-c2ccccc2)o1	i	-0.9	i	2.1	i	i	i	i	i	i	i
CC(C(=O)OCC(=O)c1ccc(F)cc1)N1C(=O)C2C3C=CC(C3)C2C1=O (stereo unspecified)	i	1.6	i	12.5	i	i	i	i	i	i	i
Cc1cc(C)cc(C(=O)OCC(=O)N2CCCC2)c1	i	2.2	i	-1.0	i	i	i	i	i	i	i

Source: PubChem BioAssay
